From PubChem BioAssay
mABHD4 FP – ABHD4 inhibitors, primary screen, biochemical, fluorescence polarization, mouse. (Lyso)-N-acylphosphatidylethanolamine lipase (Mus musculus), Q8VD66. purified mABHD4, FP-Rh probe fluorescence polarization. inhibition, % at 8.92 µM. 370,000 tested, 0.54% active;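 active means inhibition exceeding the mean over every tested compound plus 3 SD, cut at about 30% in these data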;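 further: 0% = plate median of compound wells and 100% = S159A mutant with DMSO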
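system = mouse ABHD4 enzyme, wild type | medium = HEPES pH 7.0, NaCl, Pluronic buffer | also added = FP-Rh probe | incubation = Enzyme–compound pre-incubation 45 min, then probe 60 min, both 25 °C | technique = fluorescence polarization, excitation 525 nm, emission 598 nm, BODIPY TMR filters | controls = S159A mutant high control, sample median low control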
rCAG binder – binders of r(CAG) RNA repeats, primary screen, biochemical, fluorescence | r(CAG) RNA repeat, TO-PRO-1 dye displacement fluorescence | inhibition, % at 3 µM | 370,000 tested, 1.3% active | AID 651821, 2012;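 active means inhibition above the plate cutoff, the mean of all test compounds on that plate plus 3 SD, cut at about 35% in these data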;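 further: 0% = DMSO alone and 100% = 100 µM mitoxantrone as full dye displacement; higher means more dye released from RNA so lower well fluorescence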
HTRA1 inh – HTRA1 serine protease inhibitors, primary screen, biochemical, fluorescence polarization, HTS; Q92743; recombinant HTRA1, FP-rhodamine activity-based probe; inhibition, % at 5.96 µM; 340,000 tested, 0.5% active; in the data active means inhibition above about 36%;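 further: 0% = enzyme with DMSO and 100% = wells lacking enzyme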
LEDGF integ inh – blockers of LEDGF/p75-dependent integrase strand transfer – biochemical, TR-FRET, high throughput, primary screen; HIV-1 integrase (with human LEDGF/p75); TR-FRET IN-LEDGF/p75 DNA integration, Eu/Cy5; inhibition, % at 3.7 µM; 370,000 tested, 0.64% active; AID 743269, 2014;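 active means inhibition above the screen-wide mean plus 3 SD, cut at about 13% in these data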;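 further: signal is the Cy5 over europium emission ratio at 671 and 618 nm; 0% = plate median of compound wells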
PRMT1 FP inh – PRMT1 methyltransferase inhibitors, primary screen, biochemical, fluorescence polarization; Protein arginine N-methyltransferase 1 (Homo sapiens), Q99873; recombinant PRMT1, activity-based probe fluorescence polarization; inhibition, % at 2.79 µM; 370,000 tested, 1.3% active; AID 652257, 2013;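 active means inhibition above about 21% made by adding two undisclosed values, limit read from the data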
Target sequence (Q99873 whole entry, looked up): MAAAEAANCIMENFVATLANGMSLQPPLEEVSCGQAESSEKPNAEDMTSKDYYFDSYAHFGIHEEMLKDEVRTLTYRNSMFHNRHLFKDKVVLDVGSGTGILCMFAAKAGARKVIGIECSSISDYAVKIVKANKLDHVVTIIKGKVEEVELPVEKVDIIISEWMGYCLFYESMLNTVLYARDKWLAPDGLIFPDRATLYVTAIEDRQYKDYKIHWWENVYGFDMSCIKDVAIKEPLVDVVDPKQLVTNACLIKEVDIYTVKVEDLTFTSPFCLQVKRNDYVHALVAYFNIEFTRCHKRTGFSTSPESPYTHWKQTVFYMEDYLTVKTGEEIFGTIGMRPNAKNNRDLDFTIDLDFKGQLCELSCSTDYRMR
NR1D1 modulator – modulators of Rev-erb alpha DNA binding, primary screen, biochemical, FITC-DNA, fluorescence polarization, uHTS. Nuclear receptor subfamily 1 group D member 1 (Homo sapiens), P20393. Rev-erbα–FITC-DNA binding, 90 min. activity, % at 10 µM. 370,000 tested, 0.79% active. AID 1259318, 2017;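 active means activity above about 14%, limit read from the data; passing the limit was not always enough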;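 further: 0% = DMSO wells with 35 nM protein and 100% = DMSO wells with 750 nM protein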
Target sequence (P20393 whole entry, looked up): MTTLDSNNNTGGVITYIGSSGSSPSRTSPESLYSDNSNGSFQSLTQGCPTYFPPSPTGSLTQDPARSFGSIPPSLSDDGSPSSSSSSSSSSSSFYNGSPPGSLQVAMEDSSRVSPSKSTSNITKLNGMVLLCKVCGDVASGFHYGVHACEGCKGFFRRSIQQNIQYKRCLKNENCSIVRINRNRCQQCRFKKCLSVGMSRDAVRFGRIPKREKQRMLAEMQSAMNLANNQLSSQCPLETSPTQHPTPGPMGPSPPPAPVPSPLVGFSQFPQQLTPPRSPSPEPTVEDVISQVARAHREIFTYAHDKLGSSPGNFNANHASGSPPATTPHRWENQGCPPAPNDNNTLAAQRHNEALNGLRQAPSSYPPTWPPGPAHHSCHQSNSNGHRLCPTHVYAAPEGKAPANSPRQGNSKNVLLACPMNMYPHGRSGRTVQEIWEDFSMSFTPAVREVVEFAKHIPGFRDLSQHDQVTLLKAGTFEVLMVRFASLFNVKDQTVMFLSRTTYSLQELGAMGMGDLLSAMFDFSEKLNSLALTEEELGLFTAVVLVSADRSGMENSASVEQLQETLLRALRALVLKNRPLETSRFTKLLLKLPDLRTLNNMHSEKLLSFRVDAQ
PG9 Ab binder – binders of HIV-1 gp120 antibody PG9, primary screen, biochemical, TR-FRET; 360,000 tested, 0.43% active; TR-FRET gp120-PG9 antibody binding; inhibition, % at 6.7 µM; in the data active means inhibition above about 8.5%
TCR CD3 inh – inhibitors of human TCR-CD3 interaction, primary screen, biochemical, fluorescence, TAMRA-labeled TCR probe | T-cell receptor (TCR) | inhibition, % at 9.4 µM | 360,000 tested, 0.37% active; in the data active means inhibition above about 19%;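 further: recombinant mutant TCR 2C K166C tagged with TAMRA read by polarization; 0% = receptor in buffer alone and 100% = receptor with positive control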
TDP2 inh – human TDP2 enzyme inhibitors, primary screen, biochemical, epi absorbance, recombinant enzyme; Tyrosyl-DNA phosphodiesterase 2 (Homo sapiens), O95551; T5PNP hydrolysis, p-nitrophenol absorbance 415 nm; inhibition, % at 12.8 µM; 370,000 tested, 0.34% active;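 active means inhibition above the mean of all tested compounds plus 3 SD, set per campaign, cut at about 25% in these data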;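 further: 0% = DMSO with enzyme and 100% = buffer with substrate but no TDP2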
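System: recombinant human TDP2 / Amount: 120 nM TDP2 per well / Also added: 5 mM T5PNP chromogenic substrate / Doses: 12.8 µM single point, 1% DMSO / Incubation: 2 h at 37 °C / Detection: p-Nitrophenol epi absorbance / Evaluation: % inhibition relative to enzyme-containing and enzyme-free wells / Repeats: singlicate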
SIAE inh – human SIAE inhibitors, primary screen, biochemical, fluorescence polarization, FP-Rh probe, 1536-well HTS; Sialate O-acetylesterase (Homo sapiens), Q9HAT2; inhibition, % at 9.66 µM; 370,000 tested, 0.69% active; SIAE FP-Rh probe binding;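 active means inhibition above a cutoff: mean of compounds within the control limits plus 3 SD of those, cut at about 17% in these data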;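 further: 0% = plate median of compound wells and 100% = probe without SIAE protein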
* = called active by the depositor; x = no result given. This is a subset; count on the stated rates, not on these rows.

structure,PRMT1 FP inh,HTRA1 inh,rCAG binder,LEDGF integ inh,mABHD4 FP,PG9 Ab binder,TDP2 inh,SIAE inh,TCR CD3 inh,NR1D1 modulator
Cc1ccc(-c2cc(C(F)F)n3ncc(C(=O)N4CCCc5ccccc54)c3n2)cc1,0,2,2,0,-2,-2.9,-6,0,3,15
CCc1noc(C)c1C(=O)N1CCC(CCC(=O)Nc2cccc(C)c2)CC1,2,-5,-9,-7,4,-0.8,-5,1,-9,2
Cc1ccsc1C(=O)OCc1csc(-c2ccccc2)n1,1,-19,0,1,-18,0.7,11,-1,0,-1
CN(C)S(=O)(=O)Oc1ccccc1C(=O)Nc1ccccc1Cl,-2,5,-3,-1,1,-1.1,-12,-3,1,-2
c1ccc2c(c1)[nH]c1ccncc12,-1,6,0,1,3,-0.6,-7,-9,-6,0
COc1ccc(C)cc1S(=O)(=O)N1CCCCC1,0,3,-4,5,0,1.0,6,12,-1,1
CCN1C(=O)/C(=C\N2CCCCCC2)SC1=S,-1,-2,2,-2,-5,0.5,-27,-5,1,4
Cc1onc(-c2ccccc2)c1C(=O)NNC(=S)NC(=O)c1ccc2c(c1)OCO2,3,10,19,-4,-1,-1.4,-15,-1,6,-3
CN1CCN(NC(=O)Nc2cccc(Cl)c2Cl)CC1,-3,x,-6,2,1,-0.1,11,0,-2,-1
COc1ccc(OC)c(CNC(=O)C2CCN(C(=O)N(C)C)CC2)c1,0,0,-3,0,5,-0.5,2,1,-2,3
O=C1N=c2ccccc2=C1c1sc(NS(=O)(=O)c2ccccc2)nc1O,2,2,41*,3,28,-2.8,-3,-10,9,4
COc1ccc(OC)c(-c2csc(NC(=O)CSCc3c(C)noc3C)n2)c1,0,-19,-1,0,3,-1.1,4,-6,-1,0
COc1ccc(CNC(=O)Cn2nc(C(F)(F)F)c3c2CCC3)cc1,0,6,-4,0,3,-2.9,-4,-8,7,5
CN1/C(=C\C(=O)c2oc3ccccc3c2N)C(C)(C)c2ccccc21,0,-7,-5,3,2,-3.7,0,-5,5,4
O=C(COC(=O)CCc1ccc(S(=O)(=O)N2CCOCC2)cc1)Nc1ccccc1OC(F)F,1,-4,0,0,2,0.6,7,-2,-3,6
CC1CC(C)CN(c2ccc(C(=O)NCc3ccc4c(c3)OCO4)cc2[N+](=O)[O-])C1 (stereo unspecified),0,-33,9,1,5,-0.3,6,-3,-1,3
COc1nc(N)nc(N)c1NS(=O)(=O)c1ccc(C)cc1,-1,-1,0,3,2,-0.7,3,1,13,-5
O=C(CCC1CCCN(C(=O)c2cccs2)C1)N1CCN(c2ccccn2)CC1 (stereo unspecified),-2,1,-6,2,0,1.4,2,4,7,6
O=C(CSc1nncs1)Nc1cccc2ccccc12,-1,-4,0,-2,6,1.2,-8,1,-4,-9
c1coc(-c2nc3nc4ccccc4n3nc2-c2ccco2)c1,5,28,9,10,17,-2.6,9,4,2,-21
COc1ccc(S(=O)(=O)N2c3cc(Cl)ccc3Oc3nc4ccccc4nc32)cc1,0,-3,3,-1,1,1.5,-6,-8,4,9
CCCN(CC(=O)Nc1ccc(F)c(F)c1F)C(=O)c1cc(S(=O)(=O)N(C)C)ccc1N1CCCC1,-3,-4,-3,2,2,-1.2,-9,6,-3,0
CCc1noc(C)c1C(=O)Oc1ccc(N(C)S(=O)(=O)c2ccc(C)c(C)c2)cc1,-6,27,0,2,-15,-0.2,-16,-12,1,2
O=C(OCc1cn([C@@H]2C[C@H](c3ccccc3)N(C(=O)C3CCCCC3)C[C@H]2O)nn1)c1ccccc1,-8,-12,0,2,-3,-0.5,0,-2,4,-1
Cc1cc(N2CCOCC2)nc2ccc(NC(=O)CCC(=O)N3CCN(c4ccccc4)CC3)cc12,-6,2,1,-1,-7,0.1,0,0,5,0

structure,PRMT1 FP inh,HTRA1 inh,rCAG binder,LEDGF integ inh,mABHD4 FP,PG9 Ab binder,TDP2 inh,SIAE inh,TCR CD3 inh,NR1D1 modulator
COc1cc(C=C(C#N)c2ccc([N+](=O)[O-])cc2)ccc1O,1,14,22,-5,13,-2.7,-12,1,2,4
COc1ccc(-c2c(C(F)(F)F)nn(C)c2NC(C)=O)cc1,-5,-1,1,-1,6,-1.8,-5,-3,5,4
CCOc1ccc(-c2nnc(N(CC)C(=O)C3CCC3)s2)cc1,2,-13,-7,-6,-6,-1.9,-4,-7,4,-1
CC(C)CC(=O)NC(=S)Nc1ccccc1N1CCCC1,4,2,-2,-2,25,-0.8,3,4,4,0
CC(=O)c1cccc(NCC(=O)Nc2cccc(S(=O)(=O)N3CCCCC3)c2)c1,-1,-8,9,2,-13,-1.4,-4,-7,-6,-5
COc1ccc(NC(=O)N(C)C[C@H]2Oc3c(NC(=O)Nc4ccccc4)cccc3C(=O)N([C@H](C)CO)C[C@@H]2C)cc1,0,-10,3,0,4,-0.3,3,4,-6,-3
O=[N+]([O-])c1cc(C(F)(F)F)ccc1NCCOc1ccccc1,1,-15,-1,-4,0,0.0,-5,-3,-12,5
COc1cc(/C=C2/SC(=O)NC2=O)ccc1OCc1ccccc1,8,-36,59*,2,-42,-0.7,1,-18,-8,5
COc1ccc(S(=O)(=O)N(C)C[C@H]2Oc3ccc(NC(=O)Nc4ccccc4)cc3C(=O)N([C@H](C)CO)C[C@@H]2C)cc1,3,-37,8,0,-19,0.0,2,-28,4,-1
COc1ccc(N2C(=O)C3C4C=CC(c5ccccc5)(C3C2=O)C2C(=O)N(c3ccc(OC)cc3)C(=O)C42)cc1 (stereo unspecified),-3,-2,3,0,0,-0.6,2,-3,6,7
CCC(C)Nc1nc(CN2CCOCC2)nc2sc3c(c12)CCC3 (stereo unspecified),3,-13,2,1,8,-1.1,4,-4,5,-9
Cc1ccc(S(=O)(=O)N(C)/N=C/C=C/c2ccccc2)cc1,0,2,1,3,6,0.0,-9,1,4,2
O=C(NC1CCCCC1)c1cc(-c2ccccn2)nc2ccccc12,-2,-2,-4,-3,2,0.3,10,-3,5,-1
CC1=CCC2C(=O)N(c3ccc(OC(=O)c4ccco4)cc3)C(=O)C2C1 (stereo unspecified),3,-4,-7,-1,8,1.6,4,-5,-5,-2
O=C(NCc1ccncc1)c1ccc2nc(Cc3ccccc3F)oc2c1,0,-2,-5,3,2,0.9,9,15,3,3
COc1ccc(C2c3c(noc3C)CC(C)(O)C2C(C)=O)cc1 (stereo unspecified),1,-3,1,0,0,-2.3,8,7,-1,-3
CCN=C1SC(CC(=O)Nc2sc(C)c(C)c2C(=O)OC)C(=O)N1CC (stereo unspecified),1,1,2,-1,-6,1.7,1,-2,-4,2
COc1cc(C(=O)NCC(c2cccnc2)N2CCN(c3ccc(F)cc3)CC2)cc(OC)c1OC (stereo unspecified),-1,2,1,4,4,-1.0,-6,1,3,2
CCOc1ccc(/C(O)=C2/C(=O)C(=O)N(CCN(C)C)C2c2ccccc2)cc1Cl (stereo unspecified),4,4,2,3,2,0.9,3,5,1,-5
O=C(NC(Cc1c[nH]c2ccccc12)c1nnc2n1CCCCC2)c1ccc(Cl)cc1 (stereo unspecified),-2,4,-2,4,1,-1.4,4,3,3,3
COc1cc(/C=N/Nc2cc(C)nc(NS(=O)(=O)c3ccc(C)cc3)n2)ccc1O,0,-25,7,2,7,-3.6,7,-4,3,7
Cc1nn(C)c(C)c1S(=O)(=O)N1CCC(C(=O)NC2CCCCCC2)CC1,-1,-2,0,1,3,2.9,1,3,7,1
COC[C@H]1O[C@]2(c3ccccc3)CO[C@H]1[C@@H](/C=C/c1ccccc1)C2,-3,x,0,-1,-5,x,-1,-2,x,0
O=[N+]([O-])c1ccc(S(=O)(=O)Nc2ccc3c(c2)OCCO3)cc1,19,6,0,-3,4,0.4,-6,0,-7,-5
CCOc1ccccc1CNc1ncnc2ccc(-c3c(C)noc3C)cc12,-3,-27,-6,-1,-14,-0.4,3,-5,-2,4

Reformatted with two lines to a compound: part of the list above.
Each structure is followed by: PRMT1 FP inh	HTRA1 inh	rCAG binder	LEDGF integ inh	mABHD4 FP	PG9 Ab binder	TDP2 inh	SIAE inh	TCR CD3 inh	NR1D1 modulator
CCC(C)Nc1nc(CN2CCOCC2)nc2sc3c(c12)CCC3 (stereo unspecified)
    3	-13	2	1	8	-1.1	4	-4	5	-9
Cc1ccc(S(=O)(=O)N(C)/N=C/C=C/c2ccccc2)cc1
    0	2	1	3	6	0.0	-9	1	4	2
O=C(NC1CCCCC1)c1cc(-c2ccccn2)nc2ccccc12
    -2	-2	-4	-3	2	0.3	10	-3	5	-1
CC1=CCC2C(=O)N(c3ccc(OC(=O)c4ccco4)cc3)C(=O)C2C1 (stereo unspecified)
    3	-4	-7	-1	8	1.6	4	-5	-5	-2
O=C(NCc1ccncc1)c1ccc2nc(Cc3ccccc3F)oc2c1
    0	-2	-5	3	2	0.9	9	15	3	3
COc1ccc(C2c3c(noc3C)CC(C)(O)C2C(C)=O)cc1 (stereo unspecified)
    1	-3	1	0	0	-2.3	8	7	-1	-3
CCN=C1SC(CC(=O)Nc2sc(C)c(C)c2C(=O)OC)C(=O)N1CC (stereo unspecified)
    1	1	2	-1	-6	1.7	1	-2	-4	2
COc1cc(C(=O)NCC(c2cccnc2)N2CCN(c3ccc(F)cc3)CC2)cc(OC)c1OC (stereo unspecified)
    -1	2	1	4	4	-1.0	-6	1	3	2
CCOc1ccc(/C(O)=C2/C(=O)C(=O)N(CCN(C)C)C2c2ccccc2)cc1Cl (stereo unspecified)
    4	4	2	3	2	0.9	3	5	1	-5
O=C(NC(Cc1c[nH]c2ccccc12)c1nnc2n1CCCCC2)c1ccc(Cl)cc1 (stereo unspecified)
    -2	4	-2	4	1	-1.4	4	3	3	3
COc1cc(/C=N/Nc2cc(C)nc(NS(=O)(=O)c3ccc(C)cc3)n2)ccc1O
    0	-25	7	2	7	-3.6	7	-4	3	7
Cc1nn(C)c(C)c1S(=O)(=O)N1CCC(C(=O)NC2CCCCCC2)CC1
    -1	-2	0	1	3	2.9	1	3	7	1
